High-throughput results: PubChem BioAssay, several laboratories
MEKK3 PB1 HTS: MEKK3-MEK5 PB1 interaction, increase or decrease. AID 1529. bead-based flow cytometry, Alexa488-MEK5 binding to MEKK3; actives lie on both sides; 0 = blocked by unlabeled MEK5, 100 = vehicle. Q99759. binding response (% of control), % at 10 µM. 290,000 compounds, 1.4% hits;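 active = binding response more than 3 SD above or below the average of its plate-row segment, actives on both sides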;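 note: Alexa488 bead fluorescence after subtracting the streptavidin-only scavenger bead signal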
Target sequence (Q99759 whole entry, looked up): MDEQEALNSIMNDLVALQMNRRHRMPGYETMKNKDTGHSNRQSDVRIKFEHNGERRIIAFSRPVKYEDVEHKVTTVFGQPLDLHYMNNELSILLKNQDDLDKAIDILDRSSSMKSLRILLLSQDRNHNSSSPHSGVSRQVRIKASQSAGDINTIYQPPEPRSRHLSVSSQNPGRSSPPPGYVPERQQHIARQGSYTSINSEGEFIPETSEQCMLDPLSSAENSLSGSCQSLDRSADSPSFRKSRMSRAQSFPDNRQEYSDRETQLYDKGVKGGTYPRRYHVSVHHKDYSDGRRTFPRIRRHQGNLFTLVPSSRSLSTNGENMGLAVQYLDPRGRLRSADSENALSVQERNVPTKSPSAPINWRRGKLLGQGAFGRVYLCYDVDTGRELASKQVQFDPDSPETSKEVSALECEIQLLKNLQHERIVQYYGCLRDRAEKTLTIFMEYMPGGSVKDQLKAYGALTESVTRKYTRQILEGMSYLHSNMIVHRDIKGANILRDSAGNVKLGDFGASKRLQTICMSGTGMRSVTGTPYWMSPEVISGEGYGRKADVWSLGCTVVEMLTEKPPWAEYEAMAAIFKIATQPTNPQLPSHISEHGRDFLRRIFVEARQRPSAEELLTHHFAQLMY
GPR7 antag: human neuropeptides B/W receptor 1 antagonism. P48145. GPR7-expressing cells, fluorescence antagonist assay. inhibition, % at 4.4 µM. 290,000 compounds, 1.1% hits; in the data active = inhibition above about 16%, passing the limit was not always enough;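 note: cells stimulated with the agonist NPW; 0% = agonist with vehicle and 100% = vehicle without agonist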
NALP1 inh: blocks the NALP1 inflammasome reconstituted in yeast | S. cerevisiae NALP1/ASC/caspase-1 growth, X-gal OD620, 72 h | inhibition, % at 10 µM | AID 2071 | 280,000 compounds, 0.61% hits; in the data active = inhibition mostly above about 24%, no sharp cut-off; inactive = mostly below about 32%; note: some compounds called inactive have numbers as strong as hits
MEKK2 mut-MEK5: signal of MEK5 binding to mutant human MEKK2 PB1 domain; bead flow cytometry, Alexa488-MEK5 binding to MEKK2 mutant; percent response, % at 10 µM; 290,000 compounds, 0.35% hits; in the data active = percent response above about 24%, passing the limit was not always enough; note: inactives centre near 1; some results filed as inactive read as strong as hits; reference of the scale not given here
PHOSPHO1 inh: blocks human PHOSPHO1 phosphatase activity | recombinant PHOSPHO1, absorbance phosphatase assay | AID 1565 | Q8TCT1 | 290,000 compounds, 1.1% hits | inhibition, % at 13.3 µM; in the data active = inhibition above about 60%
OXTR agonist: human OXTR agonism. activation, % at 3 µM. AID 2435. 320,000 compounds, 0.32% hits. CHO-OTR cells, Fluo-8 calcium fluorescence; normalized: DMSO 0%, oxytocin 100%. P30559;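 active = activation above the mean of all tested compounds plus 3 SD, cutoff set per screening run, cut at about 20% in these data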;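 note: peak over basal fluorescence ratio from a 100 s FLIPR kinetic read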
Target sequence (P30559 whole entry, looked up): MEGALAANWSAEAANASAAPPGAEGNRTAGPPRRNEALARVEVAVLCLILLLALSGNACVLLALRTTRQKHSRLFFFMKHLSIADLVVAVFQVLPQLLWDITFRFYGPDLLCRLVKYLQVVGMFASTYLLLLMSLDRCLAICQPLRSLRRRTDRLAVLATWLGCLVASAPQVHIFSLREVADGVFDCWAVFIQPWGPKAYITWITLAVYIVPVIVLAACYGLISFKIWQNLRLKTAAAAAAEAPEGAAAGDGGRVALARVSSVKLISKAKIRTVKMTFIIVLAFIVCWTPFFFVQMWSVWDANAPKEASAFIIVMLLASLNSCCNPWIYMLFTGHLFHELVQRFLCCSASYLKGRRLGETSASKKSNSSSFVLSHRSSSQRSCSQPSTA
MEKK2wt PB1 HTS: raises or lowers MEK5 binding to wildtype human MEKK2 PB1 domain | Q9Y2U5 | bead flow cytometry, Alexa488-MEK5 binding to MEKK2 WT; actives lie on both sides | binding response (% of control), % at 10 µM | 290,000 compounds, 1.1% hits | AID 1531; in the data active = binding response below about 67% or above about 130%
GalR3 antagonist: antagonists of human GalR3; O60755; HEK293 GalR3-CNG cAMP membrane potential fluorescence; galR3 body fused to GalR1 C-terminus; inhibition, % at 3 µM; 360,000 compounds, 0.44% hits; AID 651719;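 active = inhibition above the screen-wide average plus 3 SD, cut at about 13% in these data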;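 note: forskolin and galanin both at EC90 stimulate the cells; cAMP rise reported by CNG channel membrane potential dye signal; 0% = forskolin plus galanin with DMSO and 100% = forskolin alone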
V1R ag counter: activates human V1a receptor in oxytocin agonist counter-screen; P37288; CHO-V1R cells, Fluo-8 calcium fluorescence, agonist mode; 0% DMSO, 100% 3 nM vasopressin; activation, % at 3 µM; 320,000 compounds, 0.25% hits; AID 2797;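 active = activation above the mean activation of all tested compounds plus 3 SD, per screening run, cut at about 20% in these data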;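 note: signal is peak over basal fluorescence ratio across a 100 second FLIPR read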
Numbers without * were called inactive; / = not tested or not shown; & = joins results of further samples; [ ] = dose if it differs, or a comment. An unsorted share of the library; about 5.4% have a hit in one of these screens.

SMILES	MEKK3 PB1 HTS	GPR7 antag	NALP1 inh	MEKK2 mut-MEK5	PHOSPHO1 inh	OXTR agonist	MEKK2wt PB1 HTS	GalR3 antagonist	V1R ag counter
Cc1c(C(=O)OCC(=O)Nc2c(C)n(C)n(-c3ccccc3)c2=O)oc2ccccc12	108	-15	6	2	25	-0.9	104	-3	-0.7
CCOCC(=O)Nc1cc(OC)c(Cl)cc1OC	107	-17	-2	3	38	-3.1	103	-2	-0.5
CCCS(=O)(=O)N1CCN(CC2CC=CCC2)CC1 (configuration not stated)	102	3	14	0	26	1.4	106	-4	0.5
COc1ccc2sc(NC(C)=O)nc2c1	104	12	10	6	-7	0.1	107	-4	-0.3
CC1Cc2ccccc2N1C1=CC(=O)CC(C)(C)C1 (configuration not stated)	100	-9	5	0	-12	-0.7	99	-7	-0.2
Cc1nn2c(-c3cccnc3)ccnc2c1-c1ccccc1	97	-8	18	-1	5	-0.1	99	-4	2.5
Cc1ccc(C2CC(=O)C=C(O)C2)cc1 (configuration not stated)	97	-1	7	-2	-4	-0.3	104	/	-0.1
O=C(NNc1c(Cl)cccc1Cl)c1sccc1Cl	94	-14	8	-3	8	-3.2	92	-5	-0.6
CCCC(=O)C1=C(O)C(C(=O)OC)C(C)(C)CC1=NCc1ccccc1 (configuration not stated)	104	-14	14	12	8	-2.8	109	-9	-0.1
Clc1ccc(CNCCCSc2ncccn2)cc1	103	-20	10	8	/	-0.8	108	-3	0.0
CC(NC(=S)Nc1ccc(OC(F)F)cc1)c1ccc(F)cc1 (configuration not stated)	100	2	4	-6	8	14	97	1	13
O=C1CCC(C(=O)Nc2cccc(Oc3ccccc3)c2)=NN1	107	-13	3	-1	42	6.0	99	-2	6.0
COCCn1c(SCC(=O)Nc2nnc(C)s2)nnc1-c1cc2ccccc2cc1O	98	0	-3	-5	38	-0.7	97	-1	0.3
CCCCOC(=O)C1C2C=CC3(CN(CCc4ccccc4)C(=O)C13)O2 (configuration not stated)	100	3	-9	2	14	-1.6	103	-1	0.1
Cc1ccc(NC(=O)c2cccc3c2-c2ccccc2C3=O)cc1C	102	-4	3	-2	3	-1.1	90	-5	-0.8
Cc1cc(C)c2cc(C#N)c(SCC(=O)Nc3cc(C)on3)nc2c1	100	1	6	2	40	0.1	97	-9	0.6
O=S(=O)(NCC(c1cccnc1)N1CCN(c2ccc(F)cc2)CC1)c1ccccc1 (configuration not stated)	103	6	/	3	/	0.0	107	-5	0.3
CCOC(=O)c1cc(OC(=O)c2ccccc2OC)n(-c2ccccc2)n1	103	-5	8	4	11	0.7	107	2	1.9
Cc1ccccc1N1Cc2ccccc2C1	104	-4	30	-2	-7	-1.5	104	-3	-0.7
O=S(=O)(c1ccc(Cl)cc1)N1CCN(Cc2cccnc2)CC1	100	1	0	-7	-7	1.5	97	-10	1.9
Cn1c(CCc2ccc(N)cc2)nc2ccccc21	105	-9	2	7	24	1.1	105	-2	-0.6
COc1ccc(N2CCN(C(=O)c3cc(C)oc3C)CC2)cc1	97	-9	11	4	37	0.8	103	0	0.9
Cc1cc(Cl)c(OCCCNCc2ccccc2)c(Br)c1	101	18	36	6	-17	15	122	-9	9.7
CCCSc1nnc(Sc2nnnn2-c2ccccc2)s1	/	0	13	/	-37	-1.0	/	-7	-0.7
Cc1ccc(CNC(=O)CSc2nc3n[nH]c(C)c3c(=N)n2-c2cccc(C)c2)cc1	108	-5	1	4	9	-2.2	112	-5	-1.6
CS(=O)(=O)c1ccc(Cl)c(NC(=O)C2CC(=O)N(Cc3ccccc3)C2)c1 (configuration not stated)	99	-13	3	-1	15	-0.2	95	0	-0.2
C=C1CCC[C@]2(C)C[C@H]3OC(=O)C(CN(Cc4ccc(OC)c(OC)c4)CC(C)O)[C@H]3CC12 (some centres not stated)	100	-7	-25	-1	34	-0.4	99	-5	-0.9
CN1CCN(c2ccc(CNS(=O)(=O)Cc3cccc(C(F)(F)F)c3)cc2)CC1	78	7	6	-30	-6	15	79	60*	8.9
Cc1ccc(/C=N/NC(=O)CCCOc2ccc(Cl)cc2Cl)cc1	137*	0	30	-1	-9	-0.8	101	-2	0.3
CC(C)Oc1cccc(C(=O)C2CCCN(Cc3cccn3-c3cccnc3)C2)c1 (configuration not stated)	93	-1	-2	-11	16	-1.1	96	4	-0.8
CCSC(C)CC1C/C(=N/O)c2c(C)noc2C1 (configuration not stated)	105	-5	16	3	28	-1.7	102	-4	0.1
CCOC(=O)NC1(C(F)(F)F)C(=O)N(Cc2ccccn2)C2=C1C(=O)CC(C)(C)C2 (configuration not stated)	98	2	11	0	-33	1.8	99	-4	0.4
Cc1ccc(Oc2cc(NN3CCCCC3)c([N+](=O)[O-])cc2[N+](=O)[O-])c(Cl)c1	93	4	-14	-7	-7	-1.4	89	-5	-0.1
Cc1[nH]c(=O)[nH]c(=O)c1NC(=O)c1sc2nc3c(C)cccc3cc2c1N	89	-1	29	0	6	-0.2	96	-11	0.5
CN(C)N=Nc1ccc(S(N)(=O)=O)cc1	101	-7	3	-9	36	0.8	93	-4	-0.1
CN1C(=O)C(O)(CC(=O)c2cccnc2)c2ccccc21 (configuration not stated)	107	-3	0	-2	-26	1.0	99	2	1.5
O=C(O)c1cc(C(F)(F)F)nc2c(C(F)(F)F)cccc12	96	-20	-7	9	18	-0.2	108	5	0.3
O=S1(=O)CC(O)C(NCc2cccnc2)C1 (configuration not stated)	82*[inhibitor]	-8	10	-11	41	-0.4	89	-4	0.0
COc1ccc2c(=O)c3c(=O)n(Cc4ccco4)c(-c4cc(OC)c(OC)c(OC)c4)nc3oc2c1	100	-1	-3	0	-13	0.3	100	-4	0.3
CCOC(=O)c1ccc(NC(=O)Nc2ncccc2C)cc1	95	-1	-8	-3	26	0.3	93	-7	-0.7
CCc1ccc(OCC(=O)Nc2ccc(S(=O)(=O)N3CCCC3)cc2)c(Br)c1	89	5	5	-2	-14	-0.3	90	-4	-0.1
Cc1ccccc1NC1=NC2(CCCC2)N=C(N)N1	90	0	4	-9	28	0.4	74	1	1.4
CCN1N=C(c2cc(Cl)sc2Cl)CSC1=O	119	-10	2	5	-8	-2.1	103	0	-1.6
Cc1cc(/C(=N/O)C(C)(C)NO)ccc1Cl	100	-11	-5	-1	7	-0.2	92	-5	-0.1
C[C@@H]1CCC[C@]2(O[C@H](CCO)C[C@@H](O)[C@@H]2O)O1	105	/	/	7	/	-0.4	109	-7	1.0
O=C(NCc1ccc2c(c1)OCO2)c1cccc(S(=O)(=O)N2CCOCC2)c1	105	-8	6	5	-6	1.7	104	-4	1.9
O=C(Oc1ccc(N(Cc2cccs2)C2=NS(=O)(=O)c3ccccc32)cc1)c1ccccc1F	101	7	11	-2	-8	1.6	93	-1	0.3
CCCc1c(OCCCCc2nn[nH]n2)ccc(C(C)=O)c1O	90&102	-2&-5	8&-5	4&2	11&36	0.5	99&99	/	0.2

Of the compounds above, three have a CF3 group:
SMILES	MEKK3 PB1 HTS	GPR7 antag	NALP1 inh	MEKK2 mut-MEK5	PHOSPHO1 inh	OXTR agonist	MEKK2wt PB1 HTS	GalR3 antagonist	V1R ag counter
CN1CCN(c2ccc(CNS(=O)(=O)Cc3cccc(C(F)(F)F)c3)cc2)CC1	78	7	6	-30	-6	15	79	60*	8.9
CCOC(=O)NC1(C(F)(F)F)C(=O)N(Cc2ccccn2)C2=C1C(=O)CC(C)(C)C2 (configuration not stated)	98	2	11	0	-33	1.8	99	-4	0.4
O=C(O)c1cc(C(F)(F)F)nc2c(C(F)(F)F)cccc12	96	-20	-7	9	18	-0.2	108	5	0.3

Going on with the list:
SMILES	MEKK3 PB1 HTS	GPR7 antag	NALP1 inh	MEKK2 mut-MEK5	PHOSPHO1 inh	OXTR agonist	MEKK2wt PB1 HTS	GalR3 antagonist	V1R ag counter
Cc1cccc(N2CCN(CC(=O)Nc3ccccc3[N+](=O)[O-])CC2)c1C	99	-11	4	1	29	-0.8	94	-2	-1.0
CN1CCCC(OC(=O)c2cc(Cl)cc(Cl)c2)C1 (configuration not stated)	96	-10	38	-7	17	1.2	96	-4	1.2
COCCNc1nnc(SCC(=O)c2ccc3c(c2)OCO3)s1	99	-3	21	-1	41	0.4	94	-1	-0.3
CCOc1ccc(C(=O)NCc2cccs2)cc1	104	-8	/	0	-16	-2.1	98	-5	-0.7
O=C(/C=C/c1ccccc1)NC(=O)c1ccccc1O	82	-17	/	0	-6	7.8	100	-5	6.5
CCOC(=O)Cn1nnnc1CN(Cc1ccc(OC)cc1)Cc1cc2cc(CC)ccc2[nH]c1=O	102	-5	-15	-2	13	-1.0	96	-1	0.9
Cc1ccc(NC(=O)CSc2n[nH]c(C)c2[N+](=O)[O-])cc1C	131*	-11	10	0	6	13	104	2	12
CCS(=O)(=O)Nc1ccc(C2=NN(C(C)=O)C(c3cccs3)C2)cc1 (configuration not stated)	55	13	16	-14	-18	0.1	62	-2	1.9
Cc1c(C(=O)NCCc2ccc3c(c2)OCCO3)oc2ccccc12	98	1	-4	-3	-4	-0.7	98	-5	0.0
CCCC(=O)Nc1ccc(S(=O)(=O)Nc2cc(OC)ncn2)cc1	102	-20	24	3	/	/	103	-2	/
C#CCOCCOCCOCCNc1nc(N2CCN(C(=O)[C@H](C(C)C)n3cc(CCO)nn3)CC2)nc(N2CCN(C(=O)[C@H]([C@@H](C)CC)n3cc(CCCN=C(N)N)nn3)CC2)n1	96	-7	14	4	-16	0.6	98	-10	7.9
CCCCOC(C)n1cc(F)c(=O)[nH]c1=O (configuration not stated)	91	-9	11	-2	8	0.0	94	-4	-0.7
CCOC(=O)C1(Cc2ccc(OC)cc2)CCN(C(=O)c2cc(C)on2)CC1	101	25*	9	-9	34	0.5	99	-5	0.9
Nc1c(C(=O)N2CCCCCC2)oc2ccccc12	101	-17	34	2	19	-1.0	106	-4	0.6
CC1CN(C(=O)c2cccs2)CC(C)O1 (configuration not stated)	100	-20	-4	1	-13	-0.1	99	-4	0.7
Cc1ccc(NS(=O)(=O)c2cccc(C(=O)Nc3cc(C)on3)c2)cc1	97	-8	18	-2	1	3.7	94	-2	5.0
COc1ccc(S(=O)(=O)Nc2ccc3oc(C)c(C(=O)O)c3c2)cc1	105	10	-5	1	-20	0.2	103	2	0.2
COc1cccc(C(=O)c2c(C)c(CCC#N)n3ccccc23)c1OC	90	2	2	-9	33	-0.8	90	-3	-0.4
CCC(=O)N1CCC2(CC1)Oc1ccc(Cl)cc1C(=O)C21CC(c2cccnc2)=NO1 (configuration not stated)	107	/	-8	5	31	2.8	98	-1	0.8
CCOC(=O)c1cc(-c2cccs2)nc2c1c(C)nn2-c1ccccn1	103	15	-6	-12	8	-2.4	80	-8	-1.0
C=CCn1c(SCC(=O)Nc2cc(C)on2)nc2sc(C)c(C)c2c1=O	/	-7	8	/	4	-0.8	/	-3	-1.1
CCCc1cc(=O)[nH]c(SCC(=O)N2CCN(S(=O)(=O)c3ccc(C)cc3)C2)n1	98	-2	3	1	-7	-0.1	101	1	0.3
C#CCSc1nnnn1-c1cccc(Cl)c1	114	-17	-2	34	20	-1.9	115	4	-1.3
COc1ccc(S(=O)(=O)N2CCOC2CNC(=O)C(=O)NCCCN2CCOCC2)cc1C (configuration not stated)	102	-14	48	6	34	-0.4	109	1	-1.2

An excerpt from above in order of length of the SMILES, ascending.
SMILES	MEKK3 PB1 HTS	GPR7 antag	NALP1 inh	MEKK2 mut-MEK5	PHOSPHO1 inh	OXTR agonist	MEKK2wt PB1 HTS	GalR3 antagonist	V1R ag counter
C#CCSc1nnnn1-c1cccc(Cl)c1	114	-17	-2	34	20	-1.9	115	4	-1.3
COc1ccc(N2CCN(C(=O)c3cc(C)oc3C)CC2)cc1	97	-9	11	4	37	0.8	103	0	0.9
Cc1ccc(NC(=O)CSc2n[nH]c(C)c2[N+](=O)[O-])cc1C	131*	-11	10	0	6	13	104	2	12
